Assay outcomes from PubChem.
POLH inh – qHTS for Inhibitors of Polymerase Eta; DNA polymerase eta (Homo sapiens), Q9Y253; recombinant Pol eta, fluorescent DNA replication assay; Potency, µM (top dose mostly 114 µM), for the others: at the highest dose activity change, negative = inhibition, most hits filed as inhibitors; 390,000 tested, 1.2% active; AID 588591, 2011; also: potency is read from the fitted curve at half-maximal effect; % is scaled to controls: 0 for no effect and ±100 for the full control effect
Target sequence (Q9Y253 whole entry, looked up): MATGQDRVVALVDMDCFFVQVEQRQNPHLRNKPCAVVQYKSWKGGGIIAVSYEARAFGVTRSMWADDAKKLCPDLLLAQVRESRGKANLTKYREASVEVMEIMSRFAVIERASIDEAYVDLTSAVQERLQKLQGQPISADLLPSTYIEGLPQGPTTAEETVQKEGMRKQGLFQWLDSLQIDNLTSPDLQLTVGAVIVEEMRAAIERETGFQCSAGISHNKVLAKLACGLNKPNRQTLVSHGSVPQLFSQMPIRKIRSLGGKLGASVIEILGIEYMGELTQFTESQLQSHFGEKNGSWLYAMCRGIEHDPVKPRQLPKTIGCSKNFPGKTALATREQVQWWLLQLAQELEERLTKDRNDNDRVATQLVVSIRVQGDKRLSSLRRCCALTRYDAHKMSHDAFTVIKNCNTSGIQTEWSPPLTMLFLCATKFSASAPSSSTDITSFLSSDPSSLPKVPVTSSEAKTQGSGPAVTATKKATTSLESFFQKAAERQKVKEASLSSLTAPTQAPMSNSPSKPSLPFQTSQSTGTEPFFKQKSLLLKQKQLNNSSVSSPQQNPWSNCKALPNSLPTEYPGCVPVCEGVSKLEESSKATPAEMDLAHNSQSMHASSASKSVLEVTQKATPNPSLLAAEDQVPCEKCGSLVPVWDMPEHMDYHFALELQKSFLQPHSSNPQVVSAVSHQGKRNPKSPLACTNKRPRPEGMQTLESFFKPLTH
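Fluorescent replication assay: 50 nM final substrate added after a 15 min room-temperature compound preincubation with 10 nM enzyme. Signal taken at 0 min and again at 10 min.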
POLK inh – qHTS for Inhibitors of Polymerase Kappa. Potency, µM (top dose mostly 107 µM), without a hit: at the highest dose activity, negative = inhibition, hits mostly inhibitors. AID 588579, 2011. purified Pol kappa, fluorescent DNA synthesis assay, 10 min. 400,000 tested, 0.53% active; also: potency is read from the fitted curve at half-maximal effect; % is scaled to controls: 0 for no effect and ±100 for the full control effect
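Fluorescent qHTS in 1536-well format: enzyme (10 nM) and compound sat 15 min at room temperature before 50 nM substrate (final) was added. Signal taken at 0 and 10 min; no-enzyme buffer wells were negative controls.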
APE1 inh – qHTS Assay for Inhibitors of the Human Apurinic/apyrimidinic Endonuclease 1 (APE1); Potency, µM (highest dose often 65.8 µM), for inactives: at the top dose activity change, negative = inhibition, most hits filed as inhibitors; DNA repair nuclease/redox regulator APEX1 (Homo sapiens), P27695; 350,000 tested, 0.35% active; AID 2517, 2012; recombinant APE1, TAMRA/BHQ-2 abasic DNA cleavage fluorescence;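 also: potency is read from the fitted curve at half-maximal effect; plate controls were vehicle for no effect and reference inhibitor for full effect; nearly all actives have a fitted effect of over 55% in size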
Target sequence (P27695 whole entry, looked up): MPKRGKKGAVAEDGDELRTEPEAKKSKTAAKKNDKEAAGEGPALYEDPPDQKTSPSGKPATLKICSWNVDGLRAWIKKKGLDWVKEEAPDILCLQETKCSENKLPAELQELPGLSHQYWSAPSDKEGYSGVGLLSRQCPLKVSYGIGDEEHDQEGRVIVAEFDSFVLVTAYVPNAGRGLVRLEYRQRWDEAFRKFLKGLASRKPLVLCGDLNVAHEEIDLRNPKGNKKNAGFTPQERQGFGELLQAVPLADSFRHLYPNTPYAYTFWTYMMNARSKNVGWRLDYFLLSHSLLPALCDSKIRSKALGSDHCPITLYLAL
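Readout is kinetic fluorescence (ex 525, em 598 nm) from cleavage of 50 nM TAMRA/BHQ-2 THF abasic duplex by 0.75 nM APE1, compound added 15 min beforehand at RT.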
Apoferritin bind – qHTS Assay for Identification of Novel General Anesthetics; Ferritin light chain (Equus caballus), P02791; apoferritin/1-aminoanthracene competitive binding, fluorescence; Potency, µM (titrated, usually from 77.5 µM), without a hit: top-dose activity change, negative = displacement, actives largely listed as inhibitors; 350,000 tested, 0.074% active; also: potency is read from the fitted curve at half-maximal effect; % is scaled to controls: 0 for no effect and ±100 for the full control effect; nearly all actives have a fitted effect of over 20% in size
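Steps: apoferritin (10 uM) was premixed with half-saturated 1-AMA in PBS, compounds were pin-transferred, plates stood 10 min at room temperature, fluorescence was read at 380/535 nm, and curves were fitted with a Hill equation.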
ERG-DNA inh – qHTS for Small Molecule Inhibitors of the ERG Ets/DNA interaction; Transcriptional regulator ERG (Homo sapiens), P11308; fluorescence polarization, His-ERG Ets domain / labelled DNA; Potency, µM (doses to about 76.9 µM), for the others: at the top dose FP activity, negative = inhibition, usual class: inhibitors; 370,000 tested, 0.028% active; AID 624246, 2012; active = well fitted inhibition curve with a large enough effect in the polarisation, with a control signal flat; inconclusive = small, poorly fitted or top-dose-only effect, or effect the other way, or a change in a side signal; inactive = no such curve, though single readings can be large or run the other way; the % refers to the polarisation;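 also: polarization taken with two DNA probes labelled with fluorescein and Texas red; potency is read from the fitted curve at half-maximal effect; % of control where 0% means no effect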
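His-tagged ERG Ets domain (1 uM in the protein solution; 300mM KCl, 50mM Tris-HCl, 1mM EDTA, 1mM DTT, pH 7.5) received compound, then a probe mix of 5 nM fluorescein-DNA and 100nM Texas-615-DNA. Fluorescence polarization was read for both dyes.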
POLB inh – qHTS Assay for Inhibitors of DNA Polymerase Beta. P06746. Pol beta primer extension/strand displacement, fluorescence kinetic. Potency, µM (titrated, usually from 114 µM), for the others: at the top dose activity change, negative = inhibition, hits mostly inhibitors. 340,000 tested, 1.3% active; also: potency is read from the fitted curve at half-maximal effect; % is scaled to controls: 0 for no effect and ±100 for the full control effect
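Kinetic readout of DNA synthesis with strand displacement by Pol beta. Compound and 10 nM enzyme sit 15 min at room temperature; 50 nM substrate starts the reaction, read immediately and at 10 min.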
ALOX12 inh – Primary qHTS assay for inhibitors of human arachidonate 12S-lipoxygenase (ALOX12): Round 2; Polyunsaturated fatty acid lipoxygenase ALOX12 (Homo sapiens), P18054; purified 12hLO, xylenol orange hydroperoxide absorbance; Potency, µM (highest dose often 108 µM), for the others: at the highest dose activity change, negative = inhibition, actives largely listed as inhibitors; 580,000 tested, 1.1% active; AID 1671190, 2021; also: potency is read from the fitted curve at half-maximal effect; % is scaled to controls: 0 for no effect and ±100 for the full control effect
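Purified human 12hLO at 150 nM in 25 mM Hepes, 0.01% Triton X-100, pH 7.0, preincubated 15 min at room temperature with compound. Reaction started with 40 uM arachidonic acid, 30 min at room temperature. Hydroperoxide measured by Fe-xylenol orange, 573/405 nm absorbance ratio.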
LDHA inh – qHTS assay for inhibitors of human lactate dehydrogenase; L-lactate dehydrogenase A chain (Homo sapiens), P00338; purified LDHA, NADH/diaphorase-resazurin fluorescence; active compounds read low; activity change, % (values are at about 110 or 230 µM); 480,000 tested, 0.15% active; in the data active = activity change below about -30%; inconclusive = mostly about -25% to -30%;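 also: plate controls were DMSO wells for no effect and wells without enzyme for full effect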
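Resorufin fluorescence (ex540/em590), read at 0 and 20 min after diaphorase/resazurin addition, reports the NADH left after a 5 min room-temperature reaction of 2 nM human LDH5 with 0.06 mM NADH and 0.2 mM pyruvate.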
RGS4 inh – Inhibitors of Regulator of G Protein Signaling (RGS) 4: qHTS; Regulator of G-protein signaling 4 (Homo sapiens), P49798; Transcreener GDP fluorescence polarization, RGS4-accelerated GTP hydrolysis; Potency, µM (series often up to 114 µM), for the others: at the top dose activity change, negative = inhibition, most hits filed as inhibitors; 390,000 tested, 0.039% active; also: potency is read from the fitted curve at half-maximal effect; % is scaled to controls: 0 for no effect and ±100 for the full control effect; nearly all actives have a fitted effect of over 75% in size; some results filed as inactive show a strong effect at the top dose
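MLSMR compounds (23 nl, pin-transferred) preincubated 10 min at room temperature with a 500nM (2x) first reagent, then RGS4 at 900nM (2x) plus Transcreener GDP mix added; fluorescence polarization (620/688 nm) read before and after 90 min at 30 °C.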
* = called active by the depositor; ? = inconclusive; nt = no result given; & = joins results of further samples; [ ] = remark or other dose. Unless noted, calls follow the shape of the dose curve; as a rule, active = well fitted curve in the direction sought with a large enough effect; inconclusive = small, poorly fitted or top-dose-only effect, or another doubt; inactive = no such curve, though single readings can be large; an effect the other way counts as inactive or inconclusive. This is a subset (hit frequency here may not be typical).

canonical_smiles	POLK inh	POLB inh	POLH inh	ALOX12 inh	ERG-DNA inh	APE1 inh	LDHA inh	Apoferritin bind	RGS4 inh
CC(C)(C)C(=O)NC(Nc1cccc2cccnc12)C(Cl)(Cl)Cl (stereo not given)	-20.2%	7.3%	-18.4%	4.5%	4.0%	12.3%	23.3	?	-35.0%
CC(C)Cn1nc(NC(=O)C(C)(C)C)c2cc3ccccc3nc21	-15.1%	-0.2%	9.0%	?	11.9%	-1.4%	5.7	13.7%	-3.6%[56.9 µM]
Cn1c(=O)n(CC(=O)O)c(=O)c2c1nc1n2CCCN1c1ccc(Cl)cc1	8.2%	8.9%	-9.9%	-11.8%	3.1%	nt	1.2	15.6%	4.0%
COc1ccc(CN(C(=O)c2snc(C(N)=O)c2N)C(C(=O)NC(C)(C)C)c2ccco2)cc1 (stereo not given)	-7.7%	-10.9%	-8.0%	-19.4%	-20.6%	-4.1%	-5.0	-20.3%	-19.2%
CCCc1cc(=O)n2[nH]c(-c3cccc(Br)c3)cc2n1	1.7%	21.7%	-8.6%	8.3%	10.6%	-5.6%	-0.6	1.1%	?
CS(=O)(=O)c1cnc2c(-c3ccsc3)cnn2c1N	-12.2%	14.4%	6.9%	0.0%	-4.8%	23.0%	-3.3	-6.5%	-20.8%
NC(=S)N/N=C1\CCSc2ccc(Cl)cc21	-12.8%	31.2%	-2.4%	0.0%	-1.5%	1.3%	-11.0	4.9%	-37.9%
Cc1ccccc1C(=O)c1c[nH]c(C(=O)N2CCN(c3ccccc3F)CC2)c1	-14.8%	16.8%	-16.6%	-1.1%	2.8%	11.7%	-0.4	-15.5%	-37.1%
Cc1ccc(-n2cc(CCCCCCCCC(=O)O)nn2)cc1	-2.6%&-17.7%	-20.7%	-15.2%	-2.8%	0.3%	19.4%	-2.8	-15.9%	20.7%
CC(CN1CCOCC1)OC(=O)c1cccc(Cl)c1 (stereo not given)	1.5%	0.3%	-11.1%	?	-12.6%	45.1%[activator]	-1.0	-10.1%	-14.8%
CCOCCCNC(=O)C1(O)c2cc(Br)ccc2NC(=O)N1c1ccc(CC)cc1 (stereo not given)	-0.1%	-5.6%	-1.8%	0.0%	7.9%	-1.9%	-1.2	-7.4%	16.8%
C=C1C(=O)O[C@@H]2[C@H]1CC[C@H](C)[C@]1(O)CCC(=O)[C@@]21C	5.0%	0.9%	-11.7%	0.0%	-15.6%	-4.5%	-2.8	2.6%	2.1%
CCOC(=O)c1cccc(NC(=O)c2cc(S(=O)(=O)N3CCCCCC3)cn2C)c1	-10.8%[60.1 µM]	-4.0%	-19.8%	0.0%	1.3%	nt	3.0	-7.4%	-7.7%
CC(C)(C)N(Cc1ccccc1)C(=O)COC(=O)C1CC1	-10.9%	nt	-4.1%	-8.3%	0.1%	21.3%	-1.6	nt	16.1%
Cc1ccc(-c2cc3ncc(C(=O)c4cc(Cl)c(C)cc4O)cn3n2)cc1	-9.4%	-15.4%	-3.4%	-16.0%&-3.8%	-0.4%	nt	-7.2&3.0	-11.8%	-9.0%
COc1cccc(C2CCCCN2Cc2nc(-c3ccc(C)o3)oc2C)c1 (stereo not given)	-14.3%	-11.8%	-21.8%	-0.1%	1.5%	6.1%	-2.9	-8.0%	19.3%
COCc1cc(C)nc2sc3c(=O)n(-c4cccc5ccccc45)nnc3c12	-6.9%	36.0%	-1.3%	-21.5%	-5.9%	1.2%	-12.5	-8.6%	26.3%
CCOC(=O)c1cc(-c2ccccc2)n(CC(=O)N2CCCC2)c1C	-11.4%	21.1%	-7.3%	0.0%	13.5%	1.1%	7.2	-9.6%	4.5%
CSc1ccc(CN(C)CC(=O)NCc2ccc(F)cc2)cc1	5.7%	-0.3%	-13.7%	5.9%	8.0%	13.1%	-2.4	-6.7%	-18.1%
Cc1ccc(-c2nnc3ccccc3c2C(=O)Nc2cccc(C(F)(F)F)c2)cc1	-14.9%	0.3%	-9.1%	-14.0%	5.1%	nt	-4.0	-7.0%	7.7%
CC1CCCCN1Cc1nc2c(c(=O)n(C)c(=O)n2C)n1CCCc1ccccc1 (stereo not given)	-10.1%	nt	-9.1%	0.0%	3.0%	nt	-0.4	nt	9.9%[11.4 µM]
CC1C(c2ccccc2)=[N+]([O-])C2(CCCC2)N1O (stereo not given)	-4.9%	4.7%	2.6%	39.8%[activator]	-1.0%	5.2%	-4.8	-14.0%	-14.9%[56.9 µM]
COc1ccc(-n2c(SCC(=O)Nc3cc(C(=O)O)ccc3C)nc3ccccc3c2=O)cc1Cl	-9.1%	-26.6%	-3.2%	-0.7%	-1.5%	-0.9%	-2.0	-0.4%	-1.7%
COC(=O)c1ccccc1NC(=O)Nc1nnc(N2CCCCC2C)s1 (stereo not given)	-6.7%	-18.5%	-13.1%	-2.2%	-2.6%	1.2%	-7.7&-5.4	-12.2%	8.9%
O=C(Nc1cccnc1)Nc1ccc(Br)cc1Cl	-6.7%	5.0%	-2.1%	15.8µM*	2.7%	-2.0%	-13.0	1.0%	6.7%
FC(F)Oc1ccc(NC(=S)NCCc2ccccn2)cc1	3.0%	-10.0%	-19.9%	-16.6%	7.9%	4.5%	-4.6	-6.4%	-0.5%
CCc1nn(CC(=O)N2CCCCC2)c(=O)c2cc3sccc3n12	-10.0%	33.9%	-9.1%	-21.5%	8.6%	nt	-5.8	-5.2%	12.1%
O=C(CN1C(=O)NC2(CCc3ccccc32)C1=O)c1ccc(F)cc1 (stereo not given)	-8.8%	nt	-13.2%	-6.9%	10.4%	23.3%	-2.7	nt	24.8%
CCCc1[nH]n(-c2ccc([N+](=O)[O-])cc2)c(=O)c1C(C)=NCc1ccncc1	-15.6%	15.1%	-10.6%	?	0.5%	?	-7.5	6.7%	10.6%
CCCCOc1ccc(C(=O)N2CCN(c3ccc(N4CCOCC4)nn3)CC2)cc1	-3.2%	nt	-15.7%	6.1%	-2.6%	48.2%	3.8	nt	-43.4%
Cc1ccc(C)c(N2C(=O)N(Cc3ccccc3C)c3ccccc3S2(=O)=O)c1	-11.7%[60.1 µM]	2.3%	-16.2%	-3.0%	-2.5%	nt	-3.5	8.5%	14.2%
CCOc1ccc(S(=O)(=O)N(C(=O)c2ccncc2)c2ccc3oc(C)c(C(=O)OC)c3c2)cc1	-12.8%	0.7%	-19.7%	-24.5%	7.9%	nt	1.1	?	-14.8%
CCOC(=O)C1CCN(C(=O)CSc2c3c(nc4ccc(Cl)cc24)CCCC3)CC1	-8.7%	-25.2%	-10.1%	?	-11.6%	nt	-1.6	-5.4%	-7.2%
C/C(=N\NC(=S)NC(C)C)c1cccc([N+](=O)[O-])c1	-2.3%	81.6%	-12.7%	?	-8.6%	2.6%	-6.3	-3.9%	-13.9%
COc1ccc(Cl)cc1S(=O)(=O)NC1CC(C)(C)NC(C)(C)C1	-1.4%	78.3%	-20.1%	-10.8%	11.0%	-1.6%	-3.9	-2.2%	-10.2%
O=C(NCCC1CCCCN1S(=O)(=O)c1ccc(F)cc1)C(=O)NCc1ccncc1 (stereo not given)	-17.1%	nt	-6.4%	-7.7%	3.1%	2.1%	-5.9	nt	11.3%
C[C@]12c3[nH]c4ccccc4c3CCN1C(=O)C(CC(=O)NCc1cccc(C(F)(F)F)c1)C[C@@H]2C(=O)N1CCCCC1 (stereo not given in full)	-19.0%	nt	-12.2%	-6.2%	0.9%	-27.0%	-0.2	nt	-5.2%
CC1(C)OC(C(N)=O)C(C(N)=O)O1 (stereo not given)	-10.9%	44.2%	-8.4%	-2.3%	-6.4%	-5.1%	-14.0	-4.8%	-25.0%
Cc1cccn2c(=O)c(/C=N/O)c(N3CCOCC3)nc12	-2.4%	1.2%	-3.6%	-12.9%	-0.4%	5.6%	-10.7	-4.2%	-9.8%
CC1CC(C)CN(C(=O)CSc2nc(N)cc(=O)[nH]2)C1 (stereo not given)	-6.0%	10.3%	-1.6%	-1.2%	1.1%	-8.3%	-10.5	1.7%	10.5%

Only Apoferritin bind, for some of the entries so far:
Molecule,Apoferritin bind
C/C(=N\NC(=S)NC(C)C)c1cccc([N+](=O)[O-])c1,-3.9%
CCOc1ccc(S(=O)(=O)N(C(=O)c2ccncc2)c2ccc3oc(C)c(C(=O)OC)c3c2)cc1,?
